Screening results (PubChem)
Pol kappa inh – DNA polymerase kappa (human) inhibition; 400,000 tested, 0.53% active; purified Pol kappa, fluorescent DNA synthesis assay, 10 min; Q9UBT6; AID 588579; Potency, µM (highest dose often 107 µM), for inactives: top-dose activity, negative = inhibition, actives largely listed as inhibitors; also: % is scaled to controls: 0 for no effect and ±100 for the full control effect
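Kinetic fluorescence screen: compound preincubated 15 min RT with 10 nM enzyme; 50 nM substrate (final) initiates; reads at 0/10 min.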
G9a block – G9a (human) methyltransferase inhibition; Q96KQ7; G9a H3K9 monomethylation, AlphaScreen, 2 h; Potency, µM (doses to about 102 µM), inactives show at the highest dose activity, negative = inhibition, most hits filed as inhibitors; 350,000 tested, 8.8% active; also: % is scaled to controls: 0 for no effect and ±100 for the full control effect; nearly all actives have a fitted effect of over 75% in size
Target sequence (Q96KQ7 913-1193 limits assumed): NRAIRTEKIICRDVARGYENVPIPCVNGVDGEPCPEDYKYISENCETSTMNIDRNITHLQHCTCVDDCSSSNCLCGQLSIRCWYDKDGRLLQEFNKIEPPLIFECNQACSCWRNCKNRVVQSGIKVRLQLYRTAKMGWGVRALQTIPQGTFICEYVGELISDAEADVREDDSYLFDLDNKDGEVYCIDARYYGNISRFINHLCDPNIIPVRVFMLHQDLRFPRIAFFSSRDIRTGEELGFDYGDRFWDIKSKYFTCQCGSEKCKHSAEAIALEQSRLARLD
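Quantitative HTS format: methyltransferase activity on a biotin-tagged H3K9 peptide is measured by AlphaScreen, using a rabbit anti-monomethyl-H3K9 antibody with streptavidin donor and anti-IgG acceptor beads. Final levels are 20 nM enzyme, 500 nM peptide, 20 uM SAM; 2 h RT.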
Pol beta inh – inhibitors of human DNA polymerase beta; Potency, µM (series often up to 114 µM), for the others: at the highest dose activity change, negative = inhibition, hits mostly inhibitors; 340,000 tested, 1.3% active; Pol beta primer extension/strand displacement, fluorescence kinetic; AID 485314; P06746; also: % is scaled to controls: 0 for no effect and ±100 for the full control effect
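Curves were derived by four-parameter Hill fits of normalized qHTS data. The kinetic fluorescent primer-extension read was taken at 0 and 10 min after 50 nM substrate, following a 15 min room-temperature preincubation of 10 nM enzyme with compounds.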
Pol eta inh – blocks human DNA polymerase eta activity; Q9Y253; recombinant Pol eta, fluorescent DNA replication assay; Potency, µM (doses to about 114 µM), inactives show at the highest dose activity change, negative = inhibition, most hits filed as inhibitors; 390,000 tested, 1.2% active; AID 588591; also: % is scaled to controls: 0 for no effect and ±100 for the full control effect
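Pol eta (10 nM) was preincubated with compounds for 15 min at room temperature, after which fluorescent replication substrate (50 nM final) was added to start the reaction. Fluorescence was read kinetically at 0 and 10 min.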
APEX1 inh – blocks human APE1 abasic DNA cleavage; 350,000 tested, 0.35% active; Potency, µM (series often up to 65.8 µM), for inactives: at the top dose activity change, negative = inhibition, most hits filed as inhibitors; P27695; recombinant APE1, TAMRA/BHQ-2 abasic DNA cleavage fluorescence;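 also: plate controls were vehicle for no effect and reference inhibitor for full effect; nearly all actives have a fitted effect of over 55% in size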
Target sequence (P27695 whole entry, looked up): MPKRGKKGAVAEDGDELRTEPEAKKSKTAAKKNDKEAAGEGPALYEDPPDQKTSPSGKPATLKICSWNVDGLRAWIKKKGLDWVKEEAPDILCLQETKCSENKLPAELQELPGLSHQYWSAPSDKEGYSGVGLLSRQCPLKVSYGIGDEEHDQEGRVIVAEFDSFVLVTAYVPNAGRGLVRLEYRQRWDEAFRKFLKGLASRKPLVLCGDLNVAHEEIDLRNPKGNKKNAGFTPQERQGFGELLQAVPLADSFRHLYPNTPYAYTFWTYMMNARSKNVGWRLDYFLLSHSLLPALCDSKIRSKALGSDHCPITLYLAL
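APE1 at 0.75 nM preincubated 15 min at room temperature with compound. Reaction then started with 50 nM double-stranded THF-abasic substrate labelled with TAMRA/BHQ-2, and 525/598 nm fluorescence read kinetically. Activity taken as third-minus-first read difference, normalized to DMSO and NSC13755 controls.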
POLI inh – DNA polymerase iota (human) inhibition. Q9UNA4. Potency, µM (highest dose often 115 µM), without a hit: at the highest dose activity, negative = inhibition, actives largely listed as inhibitors. Pol iota fluorescent replication assay, 10 min. 390,000 tested, 1% active
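Pol iota at 10 nM preincubated 15 min with compounds at room temperature; reaction started with fluorescent substrate, 50 nM final. Fluorescence read kinetically at 0 and 10 min; buffer-only wells as negative control.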
BLM helicase inh – blocks DNA unwinding by human BLM helicase | P54132 | Potency, µM (highest dose often 56.1 µM), for the others: at the top dose activity change, negative = inhibition, actives largely listed as inhibitors | AID 2528 | 350,000 tested, 0.2% active | recombinant BLM DNA unwinding, fluorescence dequenching;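 also: plate controls were vehicle for no effect and no enzyme for full effect; nearly all actives have a fitted effect of over 35% in size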
Anesthetic bind – candidate novel general anesthetic via apoferritin binding. P02791. apoferritin/1-aminoanthracene competitive binding, fluorescence. Potency, µM (highest dose often 77.5 µM), without a hit: at the highest dose activity change, negative = displacement, actives largely listed as inhibitors. 350,000 tested, 0.074% active. AID 485281; also: % is scaled to controls: 0 for no effect and ±100 for the full control effect; nearly all actives have a fitted effect of over 20% in size
Target sequence (P02791 2-175 limits assumed): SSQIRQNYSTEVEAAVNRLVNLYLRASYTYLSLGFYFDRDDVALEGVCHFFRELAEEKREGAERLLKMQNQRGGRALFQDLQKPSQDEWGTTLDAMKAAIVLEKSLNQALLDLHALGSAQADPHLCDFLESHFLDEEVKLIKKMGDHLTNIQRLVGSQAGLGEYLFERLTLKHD
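10 uM apoferritin + 50% sat. 1-AMA, PBS; cpd 10 min RT; Ex380/Em535 endpoint; normalized to free probe vs complex; 4-param Hill fit; propofol titration as pos. ctrl.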
BAZ2B inh – BAZ2B (human) inhibition; AlphaScreen BAZ2B-H3K14Ac peptide displacement; AID 504333; 360,000 tested, 4.4% active; Q9UIF8; Potency, µM (titrated, usually from 114 µM), inactives show at the top dose activity change, negative = inhibition, most hits filed as inhibitors; also: % is scaled to controls: 0 for no effect and ±100 for the full control effect; nearly all actives have a fitted effect of over 60% in size
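Complex of BAZ2B and biotin-H3K14Ac (50 nM apiece) forms over 30 min at RT, then faces library compounds up to 110 uM for another 30 min; AlphaScreen beads added, 20 min dark incubation, luminescence read.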
An asterisk follows results filed as active; ? = inconclusive; . = not tested or not shown; [ ] = remark or other dose. Calls follow the shape of the dose curve; as a rule, active = well fitted curve in the direction sought with a large enough effect; inconclusive = small, poorly fitted or top-dose-only effect, or another doubt; inactive = no such curve, though single readings can be large; an effect the other way counts as inactive or inconclusive. Potency is read from the fitted curve at half-maximal effect.

Structure,APEX1 inh,POLI inh,Pol beta inh,BAZ2B inh,Pol eta inh,BLM helicase inh,Anesthetic bind,G9a block,Pol kappa inh
COc1ccc(C(=O)NCc2nnc(SCC(=O)NO)n2Cc2ccccc2)cc1,-2%,7%,27%,.,?,0%,-10%,-46%,0%
O=C1/C(=C/c2ccccc2)CSc2sccc21,6%,-16%,2%,22%,-9%,-2%,14µM*,7%,-13%
CCCn1c2ccccc2c2cnn(CC(=O)NCCCOC)c(=O)c21,7%,77%[activator],24%,-1%,-14%,-1%,-1%,24%,-6%
COC(=O)/C=C1\SC(=NC(=O)c2ccc(-c3ccccc3)cc2)NC1=O,-8%,?,.,.,50µM*,.,.,.,-33%
Oc1ccccc1CN(Cc1ccco1)CC(O)COCc1ccc(Cl)cc1 (stereo unspecified),-3%,1%,?,10%,-18%,-12%,-5%,15%[59 µM],-17%
COc1ccc(C(=O)Nc2ccccc2N2CCCC2)cc1,4%,-17%,41%,?,0%,-3%,-6%,-7%[2.33 µM],-10%
CCOC(=O)C1C(=O)OC(C)(C)C1C(C)C(=O)c1ccc(OC)cc1 (stereo unspecified),6%,-5%,-24%,30%,-12%,2%,-1%,-25%[12.7 µM],-15%
O=[N+]([O-])/C(=C\Nc1ccccc1)S(=O)(=O)c1ccccc1,-4%,-4%,-24%,-37%,-13%,-5%,-12%,-47%[59 µM],-12%
CCOc1ccc(N(CC(=O)N/N=C/c2cc([N+](=O)[O-])ccc2Cl)S(C)(=O)=O)cc1,?,-11%,1%,-22%,-17%,6%,?,1%[59 µM],-10%
O=C(Cc1c(F)cccc1Cl)Nc1ccc(S(=O)(=O)NCC2CCCO2)cc1 (stereo unspecified),16%,20%,30%,-4%,-11%,-3%,?,5%[12.7 µM],5%
COc1ccccc1-n1c(SCC(=O)Nc2ccc3c(c2)OCO3)nc2c(c1=O)SCC2,3%,27%,-12%,-22%,-4%,-4%,-6%,-28%[59 µM],-16%
COc1cccc(CNC(=O)CSc2ncc3c(n2)-c2cc(Cl)ccc2N(C)S3(=O)=O)c1,.,-8%,2%,-1%,-7%,-1%,3%,-2%[59 µM],0%
CCn1cc(C(=O)OCC(=O)Nc2cc(Cl)ccc2C)c(=O)c2ccc(C)nc21,.,11%,17%,2%,1%,-7%,-4%,-34%[59 µM],10%
Cc1ccn2c(C(=O)NNC(=O)Nc3ccc(Cl)cc3)c(C)nc2c1,48%[activator],-24%,?,-18%,3%,-2%,-23%,-2%,-10%
CCC(C(=O)Nc1cc(OC)ccc1OC)n1c(=O)c(C(F)(F)F)nc2ccccc21 (stereo unspecified),.,24%,-11%,-1%,-25%,-9%,-2%,?,-15%
COc1cccc(/C=C/c2nc(S(=O)(=O)c3ccccc3)c(N(C)C)o2)c1,2%,-8%,-16%,-4%,-13%,-8%,-66%,-18%,2%
Nc1nc2c(c(=O)[nH]1)C(c1cccc3ccccc13)C1=C(N2)c2ccccc2C1=O (stereo unspecified),2%,39%[activator],19%,-10%,?,-26%,-24%,35µM*,-24%
CCN(CC)S(=O)(=O)c1cccc(-c2nnc(SCCCC(=O)c3ccccc3)o2)c1,-6%,23%,-1%,2%,-6%,-5%,?,3%[59 µM],-18%
CC(/C=N/NC(=O)c1cc(-c2ccc3ccccc3c2)n[nH]1)=C\c1ccco1,2%,?,13µM*,-37%,?,-21%,-14%,-9%[59 µM],?
COc1ccc(OC)c(NC(=O)c2cccc(C)c2[N+](=O)[O-])c1,9%,6%,12%,-16%,-9%,-3%,-21%,-11%[12.7 µM],6%[60.1 µM]
COc1cccc(Nc2ccc(C(=O)O)cc2[N+](=O)[O-])c1,6%,4%,0%,0%,-5%,4%,4%,6%[59 µM],-4%
CCOC(=O)N1CCN(S(=O)(=O)CCNC(=O)c2ccccc2)CC1,-2%,58%[activator],.,-2%,-18%,.,.,-28%,-2%
COc1ccc(CNc2nc(Cl)c(C#N)s2)cc1,34%,-16%,-26%,2%,-21%,-4%,-6%,3%,-16%
CCc1ccc(NC(=O)CSc2nc(=O)n(Cc3ccccn3)c3c2CCC3)cc1,.,37%[activator],7%,-5%,-18%,1%,?,9%[59 µM],-8%[60.1 µM]
O=C(Nc1ccc([N+](=O)[O-])cn1)C1CC2CCC1C2 (stereo unspecified),5%,27%,22%,-16%,-2%,-2%,?,2%[59 µM],5%
O=C1c2ccccc2C(=O)N1CCCCSc1nnc(-c2ccc(OC(F)F)cc2)o1,0%,11%,0%,2%,-6%,-4%,-7%,8%[12.7 µM],-9%
COc1cccc(CSc2nnc(-c3ccncc3)n2C)c1,13%,59%[activator],6%,-3%,-21%,-2%,-3%,31%,-3%
COc1ccc(N=Nc2nc3cc(Br)c(Br)cc3n2C)c(OC)c1,5%,-10%,-4%,35µM*,-6%,-21%,-20%,?,-27%
Cc1ccc(NC(=O)CN2C(=O)NC3(CCCc4ccccc43)C2=O)cc1S(=O)(=O)N1CCOCC1 (stereo unspecified),-1%,77%[activator],7%,-27%,-19%,-6%,-18%,?,-5%
CC1CCCC(NC(=O)COC(=O)Cc2ccc(Cl)cc2)C1C (stereo unspecified),19%,-14%,.,.,-12%,.,.,.,-5%
O=C(NCC(c1ccco1)N1CCc2ccccc2C1)c1cccc(Br)c1 (stereo unspecified),-16%,19%,.,4%,-23%,.,.,1%,-3%
CCNC(=S)N(CCN(C)C)Cc1cc2cc3c(cc2[nH]c1=O)OCO3,6%,12%,2%,6%,-11%,-2%,3%,.,-21%
Cc1ccc(S(=O)(=O)NNC(=S)Nc2ccccc2)cc1,2%,6%,-19%,-24%,3%,-1%,-6%,9%[59 µM],-3%
CCOc1ccc2nc(N3CCCC(C(=O)Nc4ccc(OC)cc4)C3)sc2c1 (stereo unspecified),.,17%,-3%,6%,-15%,-2%,-9%,6%[59 µM],-3%
O=C1CS/C(=N/N=C/c2ccccc2)N1Cc1ccco1,9%,46%[activator],40%[activator],-11%,-2%,-6%,-9%,.,-3%
CCc1ccc(CNC(=O)Cn2nc(C)c3nn(-c4ccc(Cl)cc4)c(C)c3c2=O)cc1,.,6%,2%,2%,2%,-6%,-1%,1%[59 µM],-5%[60.1 µM]
Cn1c(=O)[nH]c(=O)c2c1nc(NCc1ccco1)n2Cc1ccccc1Cl,-1%,13%,-2%,4%,-4%,-2%,-2%,17%,6%
COc1ccc(-n2c(C)cc(C(=O)COc3ccc(-n4cnnn4)cc3)c2C)cc1,-1%,3%,2%,5%,5%,-2%,-13%,-10%[59 µM],-18%
COc1ccc(NC(=O)C2C3C=CC4(O3)C2C(=O)N(CCN2CCCCC2C)C4C(=O)NC2CCCC(C)C2C)cc1 (stereo unspecified),20%,32%[activator],17%,-3%,-10%,2%,5%,-11%,-8%
Nc1ccc2oc(-c3ccccc3Cl)nc2c1,0%,22%,-7%,11%,-18%,-2%,-9%,34%[59 µM],2%
O=C(/C=C/c1ccc(Cl)cc1)NCCN1CCOCC1,-1%,-19%,11%,-24%,-11%,1%,-10%,62%[activator][59 µM],2%
Clc1ccccc1Cc1noc(CN2CCSCC2)n1,6%,63%[activator],-1%,-6%,-13%,-1%,-11%,19%[12.7 µM],-6%
Cc1ccc(-c2cc(C(=O)NCCc3ccccc3)c3ccccc3n2)cc1C,.,26%,1%,6%,-19%,0%,-20%,1%[59 µM],2%[60.1 µM]
CO/N=C/NC(=O)NOCc1ncc(C(F)(F)F)cc1Cl,11%,13%,2%,-13%,0%,-2%,-9%,-5%[2.33 µM],0%
CCN(Cc1ccncc1)Cc1c(O)ccc2ccccc12,-1%,145%[activator],5%,-29%,6%,-7%,-13%,1.4µM*,-12%
Cc1c(Cl)cccc1NC(=O)CCN1CCN(CCO)CC1,-9%,-2%,?,4%,-4%,-11%,-3%,.,-3%
Clc1ccc(CN(Cc2ccccc2)C(c2cccs2)c2nnnn2C2CCCC2)cc1 (stereo unspecified),3%,-5%,7%,-13%,-9%,-2%,0%,12%[59 µM],-12%
COc1cccc(CN(C(=O)c2oc3cc(C)ccc3c2C)C2CCS(=O)(=O)C2)c1 (stereo unspecified),.,23%,0%,-24%,-26%,-9%,2%,-22%[59 µM],-1%
O=C1CN(S(=O)(=O)c2ccc(F)cc2)c2ccccc2N1,28%,-17%,-1%,-20%,-15%,0%,-4%,-1%,-7%
CCc1ccccc1NC(=O)Cn1c(=O)n(Cc2ccco2)c(=O)c2sc3ccccc3c21,.,12%,5%,-9%,4%,-3%,3%,-32%[59 µM],-16%
Cc1ccc(C)c(NC(=O)CCS(=O)(=O)c2cccc3nsnc23)c1,.,48%[activator],35%,2%,-14%,-4%,4%,-35%[59 µM],-14%
CCC(C)C(NC(=O)c1ccccc1NC(=O)c1ccccc1)C(=O)N1CCOCC1 (stereo unspecified),3%,34%[activator],5%,4%,-7%,-1%,4%,13%[59 µM],-1%
N#CCOc1ccccc1/C=N/n1nnnc1N,48%[activator],122%[activator],13%,-21%,-19%,-1%,38%[activator],1%,-6%
Cc1ccc(S(=O)(=O)N2CCN(c3ncnc4scc(-c5ccc(F)cc5)c34)CC2)cc1,-6%,-14%,.,-7%,-5%,.,.,-37%,-13%

Compound profiles (already shown). Screens in order: APEX1 inh, POLI inh, Pol beta inh, BAZ2B inh, Pol eta inh, BLM helicase inh, Anesthetic bind, G9a block, Pol kappa inh
`Cc1c(Cl)cccc1NC(=O)CCN1CCN(CCO)CC1` is listed as -9%, -2%, ?, 4%, -4%, -11%, -3%, ., -3%
`Cc1ccc(S(=O)(=O)N2CCN(c3ncnc4scc(-c5ccc(F)cc5)c34)CC2)cc1` is listed as -6%, -14%, ., -7%, -5%, ., ., -37%, -13%

Only part of the results is shown; the hit share may differ from the screen's.
